Mcl1 Noxa PPI – Mcl-1/Noxa interaction inhibition. inhibition, % at 21.7 µM. Q07820. hit rate 1.5% among 220,000. TR-FRET Mcl-1/Noxa peptide binding, 2 h. AID 1022;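 active means compounds that cut the protein-peptide binding signal by more than 50% relative to plate controls in a single-dose test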;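 further: His-tagged Mcl-1 with rhodamine Noxa BH3 peptide and terbium anti-His antibody; 0% = Mcl-1 plus Noxa peptide wells and 100% = peptide-only wells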
Target sequence (Q07820 whole entry, looked up): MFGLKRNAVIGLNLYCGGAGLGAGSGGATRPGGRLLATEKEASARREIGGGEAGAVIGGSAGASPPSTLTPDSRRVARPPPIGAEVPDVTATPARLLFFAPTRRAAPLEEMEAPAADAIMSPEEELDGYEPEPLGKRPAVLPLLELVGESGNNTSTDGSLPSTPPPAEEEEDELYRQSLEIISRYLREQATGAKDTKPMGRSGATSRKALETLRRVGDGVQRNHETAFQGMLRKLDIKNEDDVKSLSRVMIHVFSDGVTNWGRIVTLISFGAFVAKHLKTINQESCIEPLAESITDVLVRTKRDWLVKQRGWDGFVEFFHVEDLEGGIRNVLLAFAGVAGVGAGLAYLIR
Mcl1 Bid PPI – disrupts binding of human Mcl-1 to Bid peptide | Q07820 | hit rate 0.97% among 220,000 | inhibition, % at 21.7 µM | TR-FRET Mcl-1/Bid-Dy647 peptide binding, 1536-well;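 active means compounds that cut the binding signal by more than half at the single screening dose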;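 further: His-tagged Mcl-1 with europium anti-His antibody binding Bid BH3 peptide; 0% = Mcl-1 plus peptide wells and 100% = peptide-only wells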
Pf gamet viab – kills late stage P. falciparum gametocytes | hit rate 0.065% among 150,000 | inhibition, % at 10.9 µM | P. falciparum stage V gametocytes, ATP luminescence, 24 h | AID 743093;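 active means inhibition above the mean plus 3 SD of compounds within the control limits, set per campaign, cut at about 38% in these data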;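 further: 0% = DMSO wells and 100% = medium only without gametocytes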
RGS8-Gao reg – modulates binding of RGS8 to human Galphao; AID 1423; P09471; response (percent of control binding), % at 10 µM; hit rate 0.34% among 220,000; multiplexed bead flow cytometry; actives lie on both sides; in the data active means response below about 60% or above about 140%; inactive means in between;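 further: Galphao activated as the GDP aluminium fluoride complex binding bead-coupled RGS8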
Target sequence (P09471 whole entry, looked up): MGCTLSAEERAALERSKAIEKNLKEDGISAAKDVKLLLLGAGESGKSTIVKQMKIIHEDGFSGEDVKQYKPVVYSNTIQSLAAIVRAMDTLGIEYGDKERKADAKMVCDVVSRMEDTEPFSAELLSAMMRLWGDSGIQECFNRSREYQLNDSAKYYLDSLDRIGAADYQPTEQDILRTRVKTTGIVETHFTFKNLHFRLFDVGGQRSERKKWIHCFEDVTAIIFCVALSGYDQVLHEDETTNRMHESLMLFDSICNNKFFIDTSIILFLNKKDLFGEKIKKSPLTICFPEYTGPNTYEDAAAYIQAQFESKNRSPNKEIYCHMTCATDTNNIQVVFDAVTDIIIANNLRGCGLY
An asterisk follows results filed as active; & = joins results of further samples. These rows are one share of the data (hit frequency here may not be typical).

SMILES	Mcl1 Noxa PPI	Mcl1 Bid PPI	Pf gamet viab	RGS8-Gao reg
COC(=O)c1scc(C)c1N1C(=O)c2ccccc2C1=O	2	-18	4	98
COc1cc(C(=O)O/N=C(\N)c2cccc([N+](=O)[O-])c2)cc(OC)c1OC	17	-6	30	101
[N-]=C=C1C(=O)NC(=O)C([n+]2ccc(-c3ccncc3)cc2)C1c1ccccc1C(F)(F)F (stereo unspecified)	46	2	12	95
CC(=O)Nc1ccc(S(=O)(=O)NNC(=O)C(=O)NNc2ccccn2)cc1	-82	-115	-4	91
CN(C)c1ccc(CNC(=O)C2CCC(CNc3c(N4CCCCC4)c(=O)c3=O)CC2)cc1 (stereo unspecified)	9	-25	-8	102
O=C(O)c1ccc(N=Cc2c(O)ccc3oc4c(c23)CCCC4)cc1	20	-16	-10	101
Cc1ccc(S(=O)(=O)N2CCOCC2)cc1C(=O)NC(=S)N1CC(C)CC(C)C1 (stereo unspecified)	25	-110	-11	100
CCN(CC)CCNC(=O)c1cn(CC)c2cc(N3CCN(C(=O)c4ccco4)CC3)c(F)cc2c1=O	-13	-10	17	90
O=S(=O)(Nc1ccc(-c2nc3cccnc3s2)cc1)c1cc(F)ccc1F	11	-13	-8	99
Cc1ccc2cc([N+](=O)[O-])ccc2n1	13	-14	1	96
O=C1N=c2ccccc2=C1c1sc(=S)n(Cc2ccccc2Cl)c1O	3	-22	14	98
COc1cc(C2=NOC(C(=O)Nc3c(C)n(C)n(-c4ccccc4)c3=O)C2)cc(OC)c1OC (stereo unspecified)	-11	-58	18	101
O=C(/C=C/c1ccc([N+](=O)[O-])cc1)N1CCN(S(=O)(=O)c2cccs2)CC1	4	-9	-2	103
Cc1cc(S(=O)(=O)NC2CCN(Cc3ccccc3)CC2)c(C)cc1Cl	4	-1	-13	90
CCCOc1ccc(/C=C/c2[nH]c(=O)[nH]c(=O)c2[N+](=O)[O-])cc1OCC	2	-35	-6	96
Cc1[nH]nc(NNC(=O)c2ccccc2)c1[N+](=O)[O-]	21	-43	8	96
CC(C)c1ccc(/C=C/C(=O)Nc2ccc(CN3CCOCC3)cc2)cc1	6	-8	-1	105
CCCOc1ccc(C(=O)NNC(=S)NC(=O)c2ccco2)cc1	-97	-312	17	102
C(=N\Nc1nncc2ccccc12)/c1ccccc1	10	-1	18	98
O=C(NCC1CCCO1)C1CCN(C2CCN(Cc3cccs3)CC2)CC1 (stereo unspecified)	-7	-36	-15	104

Part of the list above, with two lines to a compound.
Below each compound: Mcl1 Noxa PPI, Mcl1 Bid PPI, Pf gamet viab, RGS8-Gao reg
CC(C)c1ccc(/C=C/C(=O)Nc2ccc(CN3CCOCC3)cc2)cc1
→ 6, -8, -1, 105
CCCOc1ccc(C(=O)NNC(=S)NC(=O)c2ccco2)cc1
→ -97, -312, 17, 102

(list continues)
SMILES	Mcl1 Noxa PPI	Mcl1 Bid PPI	Pf gamet viab	RGS8-Gao reg
Nn1c(SCC(=O)NCCCc2ccccc2)nnc1-c1cccnc1	17	-43	19	106
O=C(O)CSc1cc(NS(=O)(=O)c2cccc([N+](=O)[O-])c2)c2ccccc2c1O	76*	16	7	85
C=CCC1(/C=N/O)CCOC(C)(C)C1 (stereo unspecified)	-24	98*	-31	100
CC1(C)OC(=CC=Nc2ccc(Cl)cc2)OC1(C)C	14	-35	-1	110
CCNc1c([N+](=O)[O-])c(=O)n(CC)c2ccccc12	-12	-25	-21	89
COC(=O)CCSCC(=O)Nc1ccc(C)c(S(=O)(=O)N2CCCCC2)c1	5	-52	22	100
COc1ccc(Nc2nc3ccccc3nc2NS(=O)(=O)c2ccc(NC(C)=O)cc2)cc1	20	-5	12	100
CN(C)c1ccc(N=Nc2nc3ccccc3n2C)cc1	-56	-88	49*	101
Cc1c(O)ccc(-c2n[nH]c(C(=O)O)c2-c2nc3ccccc3s2)c1O	20	-50	4	97
CCC(C)[C@H](NC(=O)Nc1ccc(C)cc1C)C(=O)O (stereo partly specified)	-36	-12	11	98
O=C(CSc1cccc[n+]1[O-])N1CCc2ccccc21	21	-44	13	98
CCOC(=O)c1cnc(-n2nc(C)cc2C)nc1Oc1ccc(C(=O)OC)cc1	16	19	-6	98
CCOC(=O)C1=NNC(C(=O)c2ccccc2)C1c1ccc(C)cc1 (stereo unspecified)	6	2	-34	102
COc1cccc(NC(=O)Nc2nnc(N3C(C)CCCC3C)s2)c1 (stereo unspecified)	-7	-11	6	101
C(=N\Nc1ccc2nncn2n1)/c1ccco1	-4	-14	-13	98
CCOC(=O)c1ccc(NC(=O)Nc2ccon2)cc1	-3	-7	-2	105
O=C(O)CC1(CC(=O)Nc2ccc(Oc3cccc(C(F)(F)F)c3)nc2)CCCC1	20	-12	-24	99
O=C(NC(=O)N1CCN(c2ccc([N+](=O)[O-])cn2)CC1)c1ccccc1F	3	-3	5	98
NS(=O)(=O)c1ccc(NNC(=O)c2ccccc2)cc1	-23	-28	0	98
COc1ccc(Nc2nc(NCc3ccco3)nc(N3CCOCC3)n2)cc1	8	-58	-13	104
O=C(O)/C=C/C(=O)NC1CCCCCCCCCCC1	7	2	11	103
Nc1cccc(NP(=O)(c2ccccc2)c2ccccc2)c1	-8	-73	-1	101
O=[N+]([O-])c1cccnc1Oc1cccnc1	-6	-6	23	101
COc1ccc(N2CCN(C(=O)c3ccccc3F)CC2)c([N+](=O)[O-])c1	2	-1	3	105
CCCCc1c(O)nc(SCC(=O)c2ccccc2)n(-c2ccccc2C)c1=O	14	-31	-17	101
COc1ccc(CN2CCc3ccccc3C2)c(OC)c1	2	5	-2	101
CC(C)(C)NNC(=S)Nc1cccc(F)c1	6	-15	3	102
O=C(Nc1ccccc1Cl)C1CC(=O)N(c2ccccc2)C1 (stereo unspecified)	5	-5	17	94
C/C(=N\NC(=O)Cn1cc([N+](=O)[O-])cn1)c1ccco1	-13	-13	5	124
COc1ccc(/C=N/NC(=O)Cn2cnc3c2c(=O)n(C)c(=O)n3C)cc1	7	-14	-5	98
CCOC(=O)c1cc(C(C)(C)C)nc(SC)c1C#N	1	-12	0	100
COc1ccc(/C=C/C(=O)N(Cc2cccs2)C2CCS(=O)(=O)C2)cc1 (stereo unspecified)	-7	-3	10	101
COC(=O)CNC(=O)COC(=O)/C=C/c1cccs1	-8	-25	19	97
O=C(/C=C/Nc1ccc(S(=O)(=O)Nc2cnc3ccccc3n2)cc1)c1cccnc1	12	-20	11	101
O=C(O)CC1(CC(=O)Nc2ccc(F)cc2F)CCCCC1	5	-42	4	103
Cn1nc(C(F)(F)F)c(-c2cccc(C(F)(F)F)c2)c1NC(=O)c1nccnc1C(=O)O	24	-3	-6	99
NNC(=S)Nc1cccc(-c2n[nH]c(=S)o2)c1	0	-70	-6	103
Cc1cc(C)n(CC2CC(=O)N(c3ccccc3)C2=O)n1 (stereo unspecified)	-10	-8	-15	100
COc1ccc2c(c1)c(C(=O)N/N=C/c1ccc(Br)cc1)c(C)n2C	10	-19	-7	98
N#Cc1ccccc1OCC(=O)NC(=O)NCc1ccco1	1	-64	10	99
Nc1ccc(S(N)(=O)=O)cc1N	32	-35	1	98
O=C(CCn1c(=S)oc2ccccc21)NCCC1=CCCCC1	-4	-9	10	100
O=C(Cc1nnc(NC(=O)Nc2ccc(F)cc2)s1)NCc1ccccc1	7	-31	-17	91
Cc1nc(-c2ccc(C(F)(F)F)cc2)sc1C(=O)NN	18	-10	15	102
CSc1ccc(C2(O)Cc3cccc[n+]3C2c2ccccc2)cc1 (stereo unspecified)	26	-68	3	98
CCCn1cnc2cc(NCc3cccs3)ccc21	1	-43	-4	100
COc1ccc2c(CC(=O)O)cc(=O)oc2c1	-10	-9	-23	101
O=[N+]([O-])c1ccccc1-c1ccc(C(=S)N2CCN(c3ccccc3)CC2)o1	-29	-33	-9	101
CCc1ccc(O)c(-c2cc(C(=O)Nc3cccnc3)[nH]n2)c1	-3	-13	-6	94
COC(=O)c1ccc(Cn2c(O)c(N=NC(N)=S)c3ccccc32)o1	-40	-112	-3	100

Going on with the list:
SMILES	Mcl1 Noxa PPI	Mcl1 Bid PPI	Pf gamet viab	RGS8-Gao reg
Cc1ccc(CSc2nnc(-c3cnccn3)n2C)cc1	3	-8	17	98
O=C(O)/C=C/C(=O)Nc1ccc(Oc2ccccc2)cc1	4	-12	10	102
O=Cc1c(N2CCSCC2)nc2ccccn2c1=O	3	-18	2	101
COc1cccc(-n2c(N)c(C(=O)Nc3c(C)n(C)n(-c4ccccc4)c3=O)c3nc4ccccc4nc32)c1	32	36	7	95
Cc1cc(C)nc(N/N=C/c2cn[nH]c2-c2ccccc2)n1	27	-5	2	97
COc1cc(CN=Cc2c(O)n(Cc3ccccc3)c(=S)[nH]c2=O)cc(OC)c1	-17	-34	1	100
Cc1ccc(CSCC(=O)NCc2ccc3c(c2)OCO3)cc1	-4	-7	-19	87
CCCSc1nnc(NC(=O)Nc2ccccc2OC)s1	14	-28	22	113
COc1ccccc1/C=C/C(=O)Nc1nc(N)n(-c2ccccc2)n1	-21	-17	-8	104
CCOC(=O)C1CCN(c2c(Nc3ccc(C)c(C)c3)c(=O)c2=O)CC1	-5	-47	5	103
CC(=O)Oc1ccccc1-n1c(C)nc(=O)c(-c2ccccc2)c1C	-11	-39	4	100
NC(=S)NC1CC2CC1C1C=CCC21 (stereo unspecified)	1	-17	-26	99
CC1(C)CC(=O)C(CC2CCCCC2=O)C(=O)C1 (stereo unspecified)	0	-51	12	101
Cc1cc(C(=O)N/N=C/c2ccc([N+](=O)[O-])s2)n[nH]1	-50	-60	7	101
CCN(CC)CCCN1C=C2C(=O)C(C)(OC(=O)C3CCCC3)C(=O)C=C2C=C1c1ccsc1 (stereo unspecified)	27	-69	0	97
CC(C)OC(=O)NC(Nc1ccccc1C(=O)O)(C(F)(F)F)C(F)(F)F	-5	-17	-3	99
CN(C)c1ccc(C(=S)N2CCN(c3ccc([N+](=O)[O-])cc3)CC2)cc1	2	-20	7	88
C/C(=N\NC(=O)CO/N=C(\C)c1cccs1)c1ccc(N)cc1	14	-10	-18	102
COc1cccc(/C=N/NC(=O)c2ccoc2C)c1O	4	-109	-41	94
Cc1cccc(CSc2nnc3c(n2)[nH]c2ccccc23)c1	7	-18	11	102
O=c1oc2ccc(Cl)cc2nc1/C=C(\O)c1ccco1	7	-97	14	98
COc1ccc(S(=O)(=O)NNC(=O)C(=O)NNc2ccccn2)cc1	-93	-85	-20	105
Cc1ccc(S(=O)(=O)NNC(=S)Nc2ccc(Cl)cc2)cc1	14	-21	-14	101
CCCN(Cc1cc2ccccc2[nH]c1=O)C(=O)c1cccc([N+](=O)[O-])c1	-2	-5	-1	101
O=C(N/N=C\c1ccc(O)c([N+](=O)[O-])c1)C1COc2ccccc2O1 (stereo unspecified)	4	2	1	102
CCS(=O)(=O)N1Cc2ccccc2CC1C(=O)Nc1ccccc1OC (stereo unspecified)	2	-66	3	103
Cc1ccc(-c2cc(-c3ccco3)c(C#N)c(=O)[nH]2)cc1	68*	-32	11	102
CC(C)c1ccc(NC(=O)CNCC(c2ccccc2)N(C)C)cc1 (stereo unspecified)	31	23	21	99
Cc1noc(/C=C/c2nn(C)cc2Cl)c1[N+](=O)[O-]	6	1	23	99
Cc1c(Cl)cccc1NC(=O)N1CCCN(c2nc(-c3ccccc3)ns2)CC1	2	-12	13	101

By substructure: the compounds so far containing a CF3 group
SMILES	Mcl1 Noxa PPI	Mcl1 Bid PPI	Pf gamet viab	RGS8-Gao reg
[N-]=C=C1C(=O)NC(=O)C([n+]2ccc(-c3ccncc3)cc2)C1c1ccccc1C(F)(F)F (stereo unspecified)	46	2	12	95
O=C(O)CC1(CC(=O)Nc2ccc(Oc3cccc(C(F)(F)F)c3)nc2)CCCC1	20	-12	-24	99
Cn1nc(C(F)(F)F)c(-c2cccc(C(F)(F)F)c2)c1NC(=O)c1nccnc1C(=O)O	24	-3	-6	99
Cc1nc(-c2ccc(C(F)(F)F)cc2)sc1C(=O)NN	18	-10	15	102
CC(C)OC(=O)NC(Nc1ccccc1C(=O)O)(C(F)(F)F)C(F)(F)F	-5	-17	-3	99

Next compounds.
SMILES	Mcl1 Noxa PPI	Mcl1 Bid PPI	Pf gamet viab	RGS8-Gao reg
Nc1c(Cl)ncnc1N/N=C/c1ccncc1	3	-24	-33	99
CCn1c(SCC(=O)Nc2c(C#N)cnn2-c2ccccc2)nnc1-c1cccs1	3	-3	-29	102
N#CC1(NC(=O)CN2CCN(S(=O)(=O)c3ccccc3F)CC2)CCCC1	11	-38	16	100
CC1(/[N+]([O-])=C/c2ccc(F)cc2)CCCCC1=O (stereo unspecified)	8	-32	13	95
CCCCOC(=O)Nc1ccc(S(=O)(=O)Nc2nccs2)cc1	8	-53	-9	103
CN(C)c1ccc2nsnc2c1[N+](=O)[O-]	6	-20	-27	97
CN(C)c1ccc(/C=N/NC(=O)c2cc(=O)[nH]c3ccccc23)cc1	-1	-34	-3	99
COc1ccc2c(c1)c(C(C)=O)c(C)n2C	-5	-19	-28	94
CC(C)c1cc(-c2cc(-c3ccc(Cl)cc3)on2)nc(NCC2CC2)n1	11	-4	-2	100
CC1CC(C)CN(C(=O)c2cccc3c2-c2ccccc2C3=O)C1 (stereo unspecified)	-8	-21	-12	100
C=CCn1c(=NC(=O)c2cccc(N3C(=O)CCC3=O)c2)sc2cccc(OC)c21	9	-6	-2	98
COc1cc2c(C#N)c(N3CCCC3)nc(N)c2c(N)n1	19	-43	9&-11	102
